Assay outcomes deposited in PubChem by Broad Institute.
Xi reactivation = X-chromosome reactivation activator | XiGFP mouse fibroblasts, % GFP-positive cells imaging, 3 d; cells co-treated with 5-aza-dC sensitizer; scaled so ellipticine positive control = 100% | AID 743238 | activation, % at 7.58 µM | 0.055% of 360,000 active;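 active means mean normalized replicate activation at least 10% and every replicate at or above 10%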;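 further: 0% = median of on-plate neutral control wells and 100% = ellipticine 6 µM median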
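System: 68-5-11 XiGFP fibroblast line; Timing: 3 days compound exposure; Compound dosing: one concentration, pinned; Benchmarks: positive control ellipticine, 6 µM final; Buffer or medium: DMEM containing 5-aza-dC.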
esBAF inh = blocks esBAF chromatin remodeling in mouse ES cells | Bmi1-luciferase knock-in reporter, 24 h; 100% = twice the neutral-well signal | AID 602393 | reporter increase, % at 12.5 µM | 2% of 350,000 active; in the data active means activation above about 40%;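 further: 0% = median of the plate's neutral control wells and 100% = double that signal; a rise in the Bmi1 reporter signal indicates esBAF inhibition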
FN deposit inh = fibronectin deposition inhibition. inhibition, % at 12.6 µM. 0.086% of 350,000 active. AH1F fibroblasts, Alexa488-fibronectin deposition fluorescence, overnight;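 active means mean inhibition across replicates of 30% or more, regardless of how many single replicates reach that level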;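 further: positive control wells lacked labelled fibronectin entirely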
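Schedule: 1 h cell adhesion before compound, then overnight fibronectin incubation; test system: AH1F fibroblast monolayer depositing Alexa488-labelled fibronectin into matrix; quantity: 10000 AH1F cells per well; probe or stimulus: fluorescent fibronectin at 24 nM final; signal: fluorescence, ex 485 nm, em 525 nm; evaluation: percent inhibition as loss of matrix-bound fibronectin fluorescence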
E-selectin induc = induces E-selectin expression in human endothelial cells | P16581 | HUVEC E-selectin immunofluorescence imaging; normalized: neutral wells 0, TNF-alpha wells 100 | activation, % at 7.58 µM | 0.37% of 260,000 active | AID 686992;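 active means mean E-selectin-positive cell signal at least 10% of the positive control, reached in at least 60% of replicates, without over 20% cell loss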;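 further: in these data hits start at about 27%; measured in HUVEC primary endothelial cells; signal is the percent of cells scored E-selectin positive by PE staining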
Target sequence (P16581 whole entry, looked up): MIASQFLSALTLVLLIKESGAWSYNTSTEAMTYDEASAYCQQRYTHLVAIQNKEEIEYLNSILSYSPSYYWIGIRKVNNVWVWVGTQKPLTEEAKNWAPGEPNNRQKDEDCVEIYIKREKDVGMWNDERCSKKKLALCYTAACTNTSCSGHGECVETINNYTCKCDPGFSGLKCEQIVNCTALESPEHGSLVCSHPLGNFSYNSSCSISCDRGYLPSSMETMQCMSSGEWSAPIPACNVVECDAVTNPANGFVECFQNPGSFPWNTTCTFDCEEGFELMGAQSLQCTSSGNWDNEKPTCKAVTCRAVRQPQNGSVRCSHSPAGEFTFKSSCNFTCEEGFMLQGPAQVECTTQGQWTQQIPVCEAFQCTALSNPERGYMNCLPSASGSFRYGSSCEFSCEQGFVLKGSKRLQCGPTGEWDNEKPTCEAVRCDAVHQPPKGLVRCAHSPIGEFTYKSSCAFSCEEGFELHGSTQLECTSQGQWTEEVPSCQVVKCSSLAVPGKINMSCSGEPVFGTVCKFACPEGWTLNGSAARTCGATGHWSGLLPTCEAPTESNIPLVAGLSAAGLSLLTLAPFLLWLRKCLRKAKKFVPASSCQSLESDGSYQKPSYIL
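assay system = HUVEC, human umbilical vein endothelial cells | input = 3,000 HUVEC seeded per well | medium = EGM-2 growth medium on 0.1% gelatin-coated wells | dosing = one compound dose added by pin transfer | signal = immunofluorescence imaging | read-out basis = % PE-positive cells | control set = TNF-alpha, DMSO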
EWS-Fli block = inhibitors of EWS/Fli oncoprotein transcriptional activity | A673 NR0B1-luciferase reporter, viability-normalised | inhibition, % at 12.6 µM | 0.67% of 350,000 active | AID 651661;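 active means mean inhibition of at least 50% after viability correction, with every replicate also passing that limit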;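 further: firefly luciferase signal divided by Alamar Blue viability fluorescence both relative to DMSO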
S100A4 inh HTS = blocks human S100A4 binding to myosin IIA peptide; P26447; S100A4/TAMRA-MyoIIA peptide fluorescence polarization; inhibition, % at 10.7 µM; 0.14% of 360,000 active;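 active means mean inhibition of at least 70% across replicates, with every replicate also reaching that level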
Target sequence (P26447 whole entry, looked up): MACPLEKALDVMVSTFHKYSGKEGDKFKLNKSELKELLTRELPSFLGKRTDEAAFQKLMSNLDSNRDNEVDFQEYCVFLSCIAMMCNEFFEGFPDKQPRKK
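Material: human S100A4 monomer with TAMRA-labelled myosin IIA peptide; buffer or medium: HEPES pH 7.2 with CaCl2, KCl, NaCl, DTT, Triton; compound dosing: one concentration per compound; schedule: 5 min incubation before reading; benchmarks: neutral control DMSO, positive control TFP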
RAD52 anneal inh = blocks human RAD52 DNA annealing; P43351; recombinant RAD52 DNA annealing, FRET fluorescence; inhibition, % at 18.7 µM; 0.46% of 360,000 active;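 active means every replicate showing at least 50% inhibition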
RAD54 inh = blocks human RAD54 Holliday junction branch migration. Q92698. FAM/BHQ fluorescence. inhibition, % at 10.4 µM. 0.14% of 360,000 active. AID 602329;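 active means mean normalized replicate activity at least 40 and at least half of replicates scoring 40 or more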;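 further: 0% = median of neutral control wells and 100% = median of positive control wells; inhibitors cause a drop in the FAM fluorescence signal; in these data hits start at about 50%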
Active calls of the source: *; · = not tested or not shown; & = joins results of further samples.

Order of results – Xi reactivation	esBAF inh	FN deposit inh	E-selectin induc	EWS-Fli block	S100A4 inh HTS	RAD52 anneal inh	RAD54 inh
- COc1ccccc1-c1ccc([C@H]2[C@@H](C#N)N(C(=O)CN(C)C)[C@@H]2CO)cc1
→ 0.4	-1	4	-0.4	-5	-11	0	6
- C/C=C/c1ccc2c(c1)O[C@H](CN(C)C(=O)Cc1ccccn1)[C@@H](C)CN([C@@H](C)CO)S2(=O)=O
→ -0.7	3	-66	-2.3	0	-22	-1	-1
- C[C@@H]1CCCCO[C@H](CN(C)S(=O)(=O)c2cccs2)[C@@H](C)CN([C@@H](C)CO)C(=O)c2cc(NC(=O)C3CCCCC3)ccc2O1
→ -0.2	2	·	0.4	1	-6	-78	-3
- COC(=O)/C=C1\SC(N2CCOCC2)=C(c2ccc(OC)cc2)C1=O
→ 0.0	·	3	·	2	1	-2	·
- CO[C@@H]1CN(C)C(=O)c2ccc(NS(C)(=O)=O)cc2OC[C@H](C)NC[C@@H]1C
→ 0.0	-1	-18	5.3	-1	-16	-9	6
- CCc1ccc(OC2(C)CCN(Cc3ccc4c(c3)OCCO4)C2)cc1 (configuration not stated)
→ -0.2	-6	-7	·	17	1	-5	-1
- CO[C@H]1CN(C)C(=O)c2cc(NC(=O)C3CC3)ccc2OC[C@@H](C)N(Cc2ccncc2)C[C@@H]1C
→ 0.5	0	-3	0.2	3	-2	-3	4
- COc1ccccc1C(=O)N1C[C@H]2[C@@H](c3ccccc31)[C@H](CO)N2C(=O)Cc1ccccc1
→ 0.1	-2	4	0.1	12	41	8	-7
- COc1ccc(NC(=O)N(C)C[C@@H]2Oc3ccc(NS(=O)(=O)c4cn(C)cn4)cc3C(=O)N([C@@H](C)CO)C[C@H]2C)cc1
→ -1.1	3	·	·	-9	-5	-10	5
- O=C(COc1ccc(F)cc1Cl)Nc1cccc(S(=O)(=O)N2CCCC2)c1
→ -0.1	1	4	·	4	0	-12	-3
- CC(=O)N(C)C[C@H]1Oc2ncc(C#C[C@H](C)O)cc2C(=O)N([C@H](C)CO)C[C@@H]1C
→ 0.0	4	-4	-0.1	-7	9	12	4
- COC(=O)c1cc(NC(=O)c2ccccc2)c(=O)oc1/C=C/Nc1ccc(Oc2ccccc2)cc1
→ 0.0	·	-7	-2.3	-2	-2	-419	·
- COc1ccccc1NC(=O)N1C[C@H](O)COC[C@H]2O[C@H](CC(=O)N3CCC(Cc4ccccc4)CC3)CC[C@@H]21
→ 0.0	-3	-26	0.1	3	·	·	-8
- COc1ccc(CN2C(=O)c3cccnc3C2=O)cc1S(=O)(=O)N1CCCCC1C (configuration not stated)
→ 0.0	-3	1	0.2	·	-5	-6	-11
- O=C(C1CCN(c2ncnc3c2nc2n3CCCCC2)CC1)N1CCN(c2cccc(Cl)c2)CC1
→ 0.1	-3	1	·	·	-5	-6	-6
- C(=C\c1ccc(C2[C@H]3CNC[C@@H]2N3Cc2nccs2)cc1)/c1ccccc1 (some centres not stated)
→ 0.0&0.1	·	1&-10	0.5&0.0	18	-4&-1	45&6	·
- COC(=O)c1ccc(CNC(=O)COC(=O)c2ccc(N(C)C)cc2)cc1
→ 0.0	·	-6	·	-4	-2	-11	·
- Cc1ccc2oc(/N=C(\N)NC(=O)C(C)(C)C)nc2c1
→ 0.0	·	-8	0.0	85*	2	-7	-3
- COCCNC(=O)c1cc2cc(Cl)cc(Cl)c2oc1=O
→ 0.1	-6	5	0.5	-4	-3	-3	-3
- COc1cccc(C=Nc2ccc(N3CCOCC3)cc2)c1O
→ 0.2	-9	5	·	16	-2	8	12

Some of the entries above, reformatted.
canonical_smiles | Xi reactivation | esBAF inh | FN deposit inh | E-selectin induc | EWS-Fli block | S100A4 inh HTS | RAD52 anneal inh | RAD54 inh
C(=C\c1ccc(C2[C@H]3CNC[C@@H]2N3Cc2nccs2)cc1)/c1ccccc1 (some centres not stated) | 0.0&0.1 | · | 1&-10 | 0.5&0.0 | 18 | -4&-1 | 45&6 | ·
COC(=O)c1ccc(CNC(=O)COC(=O)c2ccc(N(C)C)cc2)cc1 | 0.0 | · | -6 | · | -4 | -2 | -11 | ·
Cc1ccc2oc(/N=C(\N)NC(=O)C(C)(C)C)nc2c1 | 0.0 | · | -8 | 0.0 | 85* | 2 | -7 | -3

(further entries)
Order of results – Xi reactivation	esBAF inh	FN deposit inh	E-selectin induc	EWS-Fli block	S100A4 inh HTS	RAD52 anneal inh	RAD54 inh
- CCCC(=O)N1CC2(CCN(C(=O)C3CC3)CC2)c2c(n(C)c3cc(OC)ccc23)[C@H]1CO
→ 0.2	·	·	-0.3	2	-14	10	·
- CC(C)N1CCC(N2CCN(C/C=C/c3ccc(F)cc3)CC2CCO)CC1 (configuration not stated)
→ 0.2	·	2	·	28	11	-6	·
- CCCN(Cc1ccc(C)cc1)C(=O)c1ccc(CNS(=O)(=O)c2ccc(C(C)=O)cc2)cc1
→ 0.0	62*	-12	·	-79	-2	-12	-8
- Cc1cc2cc(CN(CCCO)S(=O)(=O)c3cccc4nsnc34)c(=O)[nH]c2cc1C
→ ·	-5	·	·	-5	-7	-34	5
- O=C1COc2ccc(C(=O)COC(=O)c3sc4ccccc4c3Cl)cc2N1
→ 0.1	-18	-2	·	10	-4	-14	-6
- O=C(C[C@H]1C[C@H]2c3cc(NC(=O)CC4CC4)ccc3O[C@H]2[C@@H](CO)O1)NCc1ccc(Cl)cc1
→ 0.5	-3	-11	-0.4	6	-6	18	-1
- COc1ccc(/C=N\NC(=O)c2cccc([N+](=O)[O-])c2)cc1Cn1cc([N+](=O)[O-])cn1
→ 0.1	·	11	·	2	-1	-16	·
- COc1cccc(N2CCN(CC(=O)N3CCN(S(=O)(=O)c4ccc(Cl)cc4)CC3)CC2)c1
→ 0.1	2	-7	0.2	10	1	-1	-2
- C[C@@H]1CN([C@H](C)CO)C(=O)Cc2cc(NC(=O)C3CCCCC3)ccc2O[C@H]1CN(C)Cc1ccc(-c2ccccc2)cc1
→ -0.1	0	·	-0.9	-6	7	-3	2
- CC(C)c1ccc(N(CC(=O)NC2CCCC2)C(=O)CCC(=O)Nc2nccs2)cc1
→ 0.0	-5	6	·	12	14	-9	12
- COc1ccc(-c2cc(NC(=O)Cc3c[nH]c4ccccc34)ccc2Nc2cccnc2)cc1F
→ 0.5	·	5	1.5	13	9	-42	·
- CCc1nc2ccc(C(=O)Nc3cc(-c4ccccc4)ccc3OC)cn2c1N(CC)CCN(C)C
→ -0.1	-21	1	0.3	33	-5	6	6
- COc1ccccc1N1CCN(S(=O)(=O)c2cc(C)sc2C)CC1
→ 0.0	1	0	1.4	7	-2	-5	7
- CCCNC(=O)N(C)C[C@@H]1Oc2cc(C#CC3CC3)ccc2S(=O)(=O)N([C@@H](C)CO)C[C@H]1C
→ 0.2	-1	·	-0.3	-9	0	1	1
- O=C(NCCNc1ccc(Cl)cc1[N+](=O)[O-])c1cccnc1
→ 0.1	2	-13	·	2	-3	-6	6
- COc1ccccc1-n1c(SCC(=O)NC(C)(C)C)nc(O)cc1=O
→ ·	-2	·	·	9	-7	-10	5
- Cc1ccc(-n2nc3c(=O)n(CCCC(=O)NCc4cccc(Cl)c4)nc(C)c3c2C)cc1
→ 0.2	5	-6	·	-1	-6	-5	-9
- Cc1ccccc1-c1nc(CS(=O)(=O)CC(=O)NCCCN2CCOCC2)c(C)o1
→ 0.1	-5	-9	·	15	1	-2	1
- CC(C)(C)NC(=O)C(c1cc2ccccc2o1)n1c(-c2ccc(-c3ccccc3)cc2)nc2ccccc21 (configuration not stated)
→ 0.0	·	-2	0.1	-93	-8	-17	·
- O=C(NCc1ccc2c(c1)OCO2)c1nc(Cn2cc([N+](=O)[O-])cn2)no1
→ 0.1	0	-5	-0.1	-3	-4	-5	4

Part of the list above, showing only Xi reactivation and E-selectin induc.
smiles | Xi reactivation | E-selectin induc
COc1ccc(/C=N\NC(=O)c2cccc([N+](=O)[O-])c2)cc1Cn1cc([N+](=O)[O-])cn1 | 0.1 | ·
COc1cccc(N2CCN(CC(=O)N3CCN(S(=O)(=O)c4ccc(Cl)cc4)CC3)CC2)c1 | 0.1 | 0.2
C[C@@H]1CN([C@H](C)CO)C(=O)Cc2cc(NC(=O)C3CCCCC3)ccc2O[C@H]1CN(C)Cc1ccc(-c2ccccc2)cc1 | -0.1 | -0.9
CC(C)c1ccc(N(CC(=O)NC2CCCC2)C(=O)CCC(=O)Nc2nccs2)cc1 | 0.0 | ·

(list continues)
Order of results – Xi reactivation	esBAF inh	FN deposit inh	E-selectin induc	EWS-Fli block	S100A4 inh HTS	RAD52 anneal inh	RAD54 inh
- COc1cccc2oc3ccc(C#Cc4ccccn4)cc3c(=O)c12
→ 0.1	1	4	-0.1	-62	5	-8	2
- CCC(c1nnnn1-c1ccc2c(c1)OCCO2)N1CCN(c2ccc(C)cc2)CC1 (configuration not stated)
→ 0.1	·	2	0.5	7	2	-6	·
- Cc1c(NC(=S)NC(=O)c2cccc3ccccc23)cccc1C(=O)O
→ 0.0	4	3	·	8	1	-13	-6
- CC(C)n1cc(CN2CCC(n3nccc3NC(=O)CCCc3ccccc3)CC2)cn1
→ 0.0	-5	·	-0.3	3	-2	0	9
- C[C@@H]1CCCCO[C@@H](CN(C)S(=O)(=O)c2ccc(Cl)cc2)[C@@H](C)CN([C@H](C)CO)C(=O)c2cc(NC(=O)Nc3ccc(C(F)(F)F)cc3)ccc2O1
→ 0.1	-1	·	0.1	-8	·	·	-31
- CC1CCCC/C1=N\NC(=S)Nc1cccnc1 (configuration not stated)
→ -0.1	·	-3	·	0	-3	-18	·
- CCOC(=O)C1CCN(C(=O)CSc2ccccc2)CC1
→ ·	4	1	2.9	·	·	·	-8
- CSc1ccc(C(=O)N2CCc3ccc(NC(=O)c4ccccn4)cc3C2)cc1
→ 0.4	20	-11	·	-36	6	6	-3
- Cc1oc(-c2ccccc2F)nc1CS(=O)(=O)CC(=O)NC1CCCC(C)C1C (configuration not stated)
→ 0.4	4	9	·	8	-3	-8	-4
- FC(F)(F)c1ccc(-c2n[nH]c(=S)o2)nc1
→ 0.1	-2	3	·	-7	-1	-15	·
- COCCNC(=O)C[C@@H]1CC[C@H]2[C@@H](COc3ccc(NC(=O)C4CCOCC4)cc3C(=O)N2C)O1
→ 0.0	2	-7	0.0	-5	5	2	-9
- COc1ccc(-c2cc3nc(-c4ccccc4)cc(N4CCC5(CC4)OCCO5)n3n2)cc1
→ ·	11	·	·	11	1	-10	-3
- O=C(NCCCNC(=O)c1ccc(Cl)cc1Cl)c1ccccn1
→ 0.0	1	-1	0.0	-2	-1	-2	-4
- O=C(NCC1CCCCC1)[C@H]1[C@H](CO)[C@H]2Cn3c(ccc(C4=CCCC4)c3=O)[C@@H]1N2C(=O)CC1CC1
→ -0.1	-1	·	0.4	8	-9	-25	0
- CCc1cc(=O)oc2c3c(cc(OCC(=O)Nc4cccnc4)c12)OC(C)(C)CC3
→ ·	13	·	·	18	1	-3	-7
- CCN(CC)S(=O)(=O)c1cccc(C(=O)N[C@H](C(=O)NNC(=O)c2ccccc2)C(C)C)c1
→ -0.2	2	0	·	-9	-9	-9	-9
- COC(=O)c1sc(S(=O)(=O)NCC(=O)O)c(C(=O)OC)c1C
→ 0.4	-2	-2	1.0	0	2	-22	5
- O=C(COC(=O)C1CC2CCCC(C1)C2=O)Nc1nc(-c2ccc(F)c(F)c2)cs1 (configuration not stated)
→ 0.2	70*	-1	·	-26	3	-7	9
